All columns: NCI-60 one-dose screen, growth in % after 48 h at 10 µM unless noted; 100 = growth as untreated, 0 = no growth, -100 = all killed.
K-562 – K-562 leukemia; actives 7.4% (n = 78,000); AID 1794777
SR – SR leukemia cells | actives 8.7% (n = 73,000) | AID 1794780
MDA-MB-435 – MDA-MB-435 melanoma. AID 1794794. actives 7.8% (n = 82,000)
RPMI-8226 – RPMI-8226 leukemia cells; actives 7.5% (n = 77,000)
CCRF-CEM – CCRF-CEM leukemia; actives 7% (n = 77,000); AID 1794778
MDA-MB-468 – MDA-MB-468 breast cancer; AID 2202374; actives 8.5% (n = 78,000)
MDA-MB-231 – MDA-MB-231 breast cancer; actives 5% (n = 81,000); AID 1794789
MOLT-4 – MOLT-4 leukemia cells | actives 6.9% (n = 80,000) | AID 1794779
Starred values were filed as active, the others as inactive; . = not tested or not shown; & = joins results of further samples; ! = not confirmed by another sample; [ ] = another dose, or the depositor's remark. Rule for the calls: active = growth percent below 10; inactive = the rest.

compound,MDA-MB-468,K-562,MDA-MB-435,CCRF-CEM,RPMI-8226,MDA-MB-231,SR,MOLT-4
N=C1CC(=O)NN1c1nc(Nc2ccccc2)nc(Nc2ccc(S(N)(=O)=O)cc2)n1,101,89,107,103,102,101,96,96
COc1cc(Nc2ncccc2NC(=O)c2cn(Cc3cccc(Oc4ccccc4)c3)nn2)cc(OC)c1,66,45,-6.1*,85,72,66,41,60
CCSc1ccc2c(c1)N(CCCN1CCN(C)CC1)c1ccccc1S2,-3.4*,-21*,-15*,28,32,17,-15*,18
COc1ccc(-c2cc(-n3nnnc3-c3ccccc3)no2)cc1,102,85,112,91,87,97,85,88
Clc1ccc(-c2cc(C(Cl)Cl)no2)cc1,95,106,104,103,101,118,92,102
O=C1CC2(CCCCC2)Oc2cccnc21,92,102,100,94,97,96,93,100
COc1ccc(/C=C/C(=O)c2ccc(OC)c(S(=O)(=O)NNC(=O)c3ccncc3)c2)cc1,100,87,101,102,100,106,.,100
Cc1ccc2cccc([N+](=O)[O-])c2n1,100&107,89&91,108&110,95&108,93&111,104&107,94&98,89&89
CC(C)(C)CC(C)(C)NS(=O)(=O)NC(C)(C)CC(C)(C)C,79,109,88,93,93,109,89,100
CCCC(=O)OCC1OC(n2cnc3c(=S)nc[nH]c32)C(OC(=O)CCC)C1OC(=O)CCC (configuration not stated),71,.,38,25,.,45,24,19
COc1cc2c(cc1OC)C1(NCC2)C(=O)N(Cc2ccc(C)cc2)c2ccccc21 (configuration not stated),84,76,98,96,52,77,74,96
CS(=O)(=O)c1ccc([C@@H](O)[C@@H](CO)NC(=O)C(Cl)Cl)cc1,98,66,100,90,84,125,90,99
O=C(SC1=NCCS1)SC1=NCCS1,.,99,108,.,110,105,98,101
C=C1C(=O)O[C@H]2[C@H]1CC/C(COC(=O)CSCSCC(=O)OC/C1=C/CC[C@@]3(C)O[C@H]3[C@H]3OC(=O)C(=C)[C@@H]3CC1)=C\CC[C@@]1(C)O[C@@H]21,-14*,3.6*,27,-35*,-31*,-28*,-16*,-15*
COc1cc(C2CC(c3ccc4c(c3)OCO4)=NN2C=O)ccc1OCCN(C)C (configuration not stated),93,93,99,95,98,106,99,95
Cc1nnc(NC(=O)c2ccccc2O)nc1C,99,106,109,104,104,97,.,120
O=C(Nc1cc(Nc2ncccc2-c2ncnc3nc[nH]c23)ccc1F)c1cc(C(F)(F)F)cc(C(F)(F)F)c1,-25*,-14*,6.8*,2.4*,-13*,-51*,-21*,-34*
Cc1ccc(S(=O)(=O)c2nc(-c3ccccc3)oc2Sc2nc3ccccc3s2)cc1,52,43,55,24,57,75,15,12
COc1ccc(C[n+]2c3ccccc3n3c4ccc(N)cc4ccc32)c(OC)c1OC,-23*,42,54,40,15,75,41,68
CNc1cc(-c2cccc(OC(F)(F)F)c2)nc2ccc(N3CCCC3)cc12,-66*,-12*,-71*!,-0.1*,-38*,-2.5*,-15*,2.3*
CCCCCCCCCC/C=C\C(=O)O,96,100,105,.,104,110,90,96
Cc1ccc(C)c2c1SC1=NNC(Oc3ccc(Cl)cc3)=C(C#N)C(=N)N12,118,95,113,97,99,100,113,85
COc1cccc2c1Cc1ccccc1-2,99,94,103,104,100,94,121,113
O=c1[nH]c(-c2ccc(Cl)cc2)cn1-c1ccc(-n2cc(-c3ccc(Cl)cc3)[nH]c2=O)cc1,103,113,99,107,123,95,98,107

Pulled one by one from above, four records:
compound,MDA-MB-468,K-562,MDA-MB-435,CCRF-CEM,RPMI-8226,MDA-MB-231,SR,MOLT-4
Cc1ccc(C)c2c1SC1=NNC(Oc3ccc(Cl)cc3)=C(C#N)C(=N)N12,118,95,113,97,99,100,113,85
O=c1[nH]c(-c2ccc(Cl)cc2)cn1-c1ccc(-n2cc(-c3ccc(Cl)cc3)[nH]c2=O)cc1,103,113,99,107,123,95,98,107
CNc1cc(-c2cccc(OC(F)(F)F)c2)nc2ccc(N3CCCC3)cc12,-66*,-12*,-71*!,-0.1*,-38*,-2.5*,-15*,2.3*
Cc1ccc(S(=O)(=O)c2nc(-c3ccccc3)oc2Sc2nc3ccccc3s2)cc1,52,43,55,24,57,75,15,12

(more compounds)
compound,MDA-MB-468,K-562,MDA-MB-435,CCRF-CEM,RPMI-8226,MDA-MB-231,SR,MOLT-4
OCCCN1CCCCC1CO (configuration not stated),.,128,99,104,135,103,124,159
CCOC(=O)CC(CC(=O)OCC)(C(=O)OCC)C(=O)OCC,96,101,103,98,103,99,.,117
CCOc1ccc(Nc2cccc3ccccc23)cc1,.,86,88,81,74,83,.,80
CC(=O)CCC=C1CCCCC1,97,100,106,102,102,98,90,98
COc1ccc(/C=N/n2c(CN3CCOCC3)nc3ccccc3c2=O)cc1,97,101,104,97,100,108,102,103
COc1cc2c(=O)n(CCCn3ccnc3)c3c4cc5c(cc4ccc3c2cc1OC)OCO5,-37*,24,-25*,3.7*,-32*,7.7*,10,3.7*
CCCc1c(OC(=O)c2ccccc2)nc2[nH]c(=O)sc2c1C,84,112,103,103,103,104,115,104
Cc1ccc(-c2nc(SCC(=O)c3ccc(Br)cc3)[nH]c(=O)c2C#N)o1,112,92,99,.,.,107,98,.
C=CCc1c(N(C)c2ccc(C)cc2)ncnc1-n1c(C)nc2ccccc21,68,54,96,85,.,.,55,75
COc1ccc(C2=NN(c3nc(-c4ccccc4)c(C#N)c(=O)n3C)C(c3ccc(OC)cc3)C2)cc1 (configuration not stated),108,85,92,.,84,101,107,92
CCOC(=O)CC/C(C)=N\Nc1ccc([N+](=O)[O-])cc1,83,7.0*,28,42,60,81,39,35
CC(=O)C(=Cc1ccc(N(C)C)cc1)C(C)=O,96,106,97,106,105,105,97,101
C=CCn1c(SCC(=O)Nc2ccc(C(=O)/C=C/c3cccc([N+](=O)[O-])c3)cc2)nnc1-c1c[nH]c2ccccc12,82,.,98,.,12,85,.,.
CN(C)/C(N)=N/N=C(c1ccccn1)c1ccccn1,77,90,121,88,87,101,94,88
O=C1c2ccccc2C(=O)N1CCCl,106,102,120,100,105,98,100,96
CN1CCN(Cc2ccc(NC(=O)c3cncc(C#Cc4cccnc4)c3)cc2C(F)(F)F)CC1,116,10,66,76,48,44,44,56
CN(C)CCCNc1nc(=O)n(-c2ccc3c(c2)OCCO3)c(=O)n1Cc1ccc(C(C)(C)C)cc1,89,78,116,92,92,88,86,82
N#Cc1ccc2nc[nH]c2c1,88,106,109,115,108,120,106,109
NCCC(=O)Nc1nc2c(s1)C[C@@H](NC(=O)c1cc(Cl)c(Cl)[nH]1)CC2,101,85,97,68,95,94,79,75
Cc1ccc(/C=C/C(=O)c2ccc(C)cc2)cc1,94,104,100,86,72,115,.,78
NC(CCCCC(=O)O)C(=O)O (configuration not stated),101,96,110,115,106,100,.,122
CC(=O)Oc1ccc(C23c4ccccc4C2(OC(C)=O)c2cc(OC(C)=O)ccc23)cc1 (configuration not stated),15,63,98,42,.,74,-2.3*,68
C=C1CCC2C(C)(CO)C(O)CCC2(C)C1C/C=C1/C(=O)OCC1OCc1ccccc1 (configuration not stated),84,54,94,21,.,107,80,93
C=C1CC[C@H]2[C@@](C)(CCC3OC(c4ccc(OCc5cn(C6OC(COC(C)=O)C(OC(C)=O)C(OC(C)=O)C6OC(C)=O)nn5)cc4)OC[C@]32C)[C@@H]1/C=C/C1=CCOC1=O (some centres not stated),94,90,113,98,90,97,96,95
Nc1n[nH]c2cccc(C#Cc3cccc(NC(=O)c4cc(F)cc(F)c4)c3)c12,77,.,16,37,48,54,35,.
COc1cc(CCC(=O)O)on1,102,99,121,98,92,101,100,95
C(=NC1CCCCC1)c1ccccc1,102,98,103,.,99,103,93,94
COC1(OC)C2(Cl)C(Cl)=C(Cl)C1(Cl)C1COCC12 (configuration not stated),87,97,99,103,106,105,90,102
Cn1cc(-c2ccc3nc(-c4ccc(CC(=O)Nc5cc(C(C)(C)C)no5)cc4)cnc3c2)cn1,15[30 µM],4.4*[30 µM],26[30 µM],46[30 µM],.,-5.9*[30 µM],15[30 µM],22[30 µM]
CCN1C(=O)N(CC)C2Nn3c(s/c(=C\c4ccc(OC)cc4)c3=O)=NC21 (configuration not stated),14,.,-27*,53,70,61,.,.
O=C1Nc2cc(Cl)ccc2Oc2cc(Cl)ccc21,103,93,87,105,.,81,81,87
CC(=O)CCCCCCCCCCC1CCC(O)C1O (configuration not stated),108,91,.,.,.,111,94,94
COc1cc2cc(Oc3ccc(NC(=O)Nc4cccc(C(F)(F)F)c4)cc3)c(C)nc2cc1OC,-33*,11,7.2*,6.4*,-5.9*,-8.3*,-6.6*,0.8*
O=S(=O)(c1ccc(F)cc1)c1ccc(F)cc1,108,104,114,99,93,104,94,108
CCOC(=O)c1cc(C(=O)c2cc(OC)c(OC)c(OC)c2)n2nc(-c3ccc(C)cc3)ccc12,92,80,86,94,95,95,73,74
COc1ccc2[nH]cc(-c3csc4nc(-c5ccccc5)cn34)c2c1,21,11,-48*,16,5.8*,21,20,20
C=CCN1CCN(c2ccncc2S(=O)(=O)N2CCN(C)CC2)CC1,97,90,108,103,97,102,92,97
COc1ccc(C(=O)NNc2nc(Cl)nc(Cl)n2)cc1,104,102,99,101,99,105,99,106
Cc1ccc(-c2nc(N3CCCN(C(=O)Nc4ccccc4)CC3)c3ccccc3n2)cc1,78,80,93,99,.,89,73,70
Nc1nnc(Sc2nc3ccc(Cl)cc3c(=O)n2Cc2ccccc2)s1,103,75,104,97,83,91,96,83
C=C(C)[C@@H]1CC[C@]2(C)[C@H](CC(=O)N[C@H]3[C@@H]4C[C@](C)(C(=O)OC)CC[C@]4(C)CC[C@]32C)[C@@]1(C)CCC#N,83,50,88,75,48,80,42,43
COC(=O)c1cccc2c1C(=O)c1cc([N+](=O)[O-])ccc1-2,87,93,104,103,102,100,115,95
Cc1[nH]c(=S)[nH]c(=O)c1S(=O)(=O)Nc1ccc(Cl)cc1,109,91,100,103,95,73,82,94
O=C1CCN(c2ccc(-c3ccsc3)cc2)N1c1ccc(-c2ccsc2)cc1,79,73,93,89,75,82,84,81
c1ccc(Nc2ncc(Cc3cccc4ccccc34)s2)cc1,79,59,100,86,72,100,56,86
COc1c2occc2c(OC)c2c(=O)c(C3=NN(C(C)=O)C(c4ccc(F)cc4)C3)c(C)oc12 (configuration not stated),98,81,109,85,93,58,92,68
O=CNC(c1ccccc1)(c1ccccc1)c1ccccc1,98,97,109,80,80,106,87,100
CCCCN1CCN(c2ccc3nc(-c4ccc5nc(-c6cc(OC)c(OC)c(OC)c6)[nH]c5c4)[nH]c3c2)CC1,46,31,54,25,56,79,11,47
COc1ccc(-n2nnc3c4nc(-c5ccccc5)oc(=O)c4c(C)nc32)cc1,106,99,103,104,98,98,102,98
C=CCS(C)(=O)=O,96,103,97,110,104,98,99,109
CC1C2CCC(C2)C1CNCC1C2CCC(C2)C1C (configuration not stated),101,95,101,92,92,97,101,91
CS(=O)(=O)c1ncc(Br)cn1,109,121,110,105,105,106,105,99
O=C(N/N=C/c1ccc(Cl)cc1)c1ccccc1Nc1cccc(C(F)(F)F)c1,.,60,53,70,82,75,46,74
Cc1ccc(S(=O)(=O)N2CCc3c([nH]c4ccccc34)[C@@H]2Cc2cnc[nH]2)cc1,89,53,94,86,74,60,59,80
O=C(Nc1ccc(-c2ccc(NC(=O)c3ccc(-n4c(=O)[nH]c5ccccc5c4=O)cc3)cc2)cc1)c1ccc(-n2c(=O)[nH]c3ccccc3c2=O)cc1,113,102,104,102,99,97,82,97
CCN(CC)c1ccc2cc(C(Nc3ccc(Br)cc3)c3nnnn3C(C)(C)C)c(=O)oc2c1 (configuration not stated),110,79,97,98,90,88,100,64

More entries follow:
compound,MDA-MB-468,K-562,MDA-MB-435,CCRF-CEM,RPMI-8226,MDA-MB-231,SR,MOLT-4
O=c1cc/c(=N\Nc2ccccc2)c(=O)/c1=N/Nc1ccccc1,106,105,126,87,19,100,.,106
N#CC(C#N)C(C#N)c1ccccc1 (configuration not stated),94,115,104,100,102,100,102,114
CC(=O)[C@H]1CC[C@H]2[C@@H]3CC[C@@]45O[C@@H]4C(=O)CC[C@]5(C)[C@H]3CC[C@]12C,83,79,.,90,.,101,71,90
COc1cc2cc3c(=O)n4c(cc5cc(OC)ncc54)c(=O)n3c2cn1,102,102,110,92,98,109,98,99
CC(C)C[C@H](NC(=O)[C@@H]1CSSC[C@@H]2NC(=O)[C@H](CC(C)C)NC(=O)[C@H](CCC(=O)O)NC(=O)[C@@H](NC(=O)[C@H](CC(=O)O)NC(=O)[C@H](CC(=O)O)NC(=O)[C@@H](N)CC(N)=O)CSSC[C@H](NC(=O)[C@H](C)NC(=O)[C@H](C(C)C)NC(=O)[C@H](CC(N)=O)NC(=O)[C@H](C(C)C)NC2=O)C(=O)N[C@@H]([C@@H](C)O)C(=O)NCC(=O)N1)C(=O)O,111,100,112,88,100,112,106,87

Compounds listed so far with bromine:
compound,MDA-MB-468,K-562,MDA-MB-435,CCRF-CEM,RPMI-8226,MDA-MB-231,SR,MOLT-4
Cc1ccc(-c2nc(SCC(=O)c3ccc(Br)cc3)[nH]c(=O)c2C#N)o1,112,92,99,.,.,107,98,.
CS(=O)(=O)c1ncc(Br)cn1,109,121,110,105,105,106,105,99
CCN(CC)c1ccc2cc(C(Nc3ccc(Br)cc3)c3nnnn3C(C)(C)C)c(=O)oc2c1 (configuration not stated),110,79,97,98,90,88,100,64

Screening data as filed in PubChem.
